Source: PubChem (several laboratories)
T cell HTS: modulates CD8 T cell binding to vesicles; calls only at 7 µM; AID 2052; actives 0.068% (n = 330,000); 2C CD8+ T cell-vesicle binding, flow cytometry; active compounds read low;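 active means response, share of CD8 T cells binding vesicles, and their 90th percentile fluorescence all below set limits, cut at about 80% in these data, passing the limit was not always enough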
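Assay system – 2C mouse CD8+ T cells · Also added – QL9-loaded Drosophila micro-vesicles · Timing – Cell–vesicle co-incubation 1.5 h at 37 °C, staining 20 min on ice · Signal – flow cytometry of vesicle-bound cells · Measure – percent CD8+ FL2 mean versus row control · Controls – Peptide-free naked vesicles (low) and QL9 vesicles with 0.7% DMSO vehicle (high)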
GPR55 antagonists: GPR55 antagonists blocking LPI-driven arrestin recruitment, primary screen, imaging, U2OS, beta-arrestin-GFP, LPI agonist (AID 2013); U2OS GPR55 beta-arrestin-GFP translocation imaging, LPI antagonism; higher % means a stronger effect; actives 0.13% (n = 290,000); inhibition, % at 10 µM; hits with a dose series show IC50 in µM;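 active means spots per cell inhibited over 60%, with over 100 cells counted and total cytoplasm intensity under 500,000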;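 further: U2OS cells stably carrying GPR55 and arrestin-GFP stimulated by 5 µM LPI near EC80; imaged beta-arrestin-GFP aggregate spots per cell after agonist stimulation; plate controls were LPI-stimulated DMSO wells for no effect and DMSO wells without LPI for full effect; some results filed as inactive read as strong as hits; confirmed hits need IC50 under 10 µM and bright autofluorescent wells are also inconclusive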
NTR1 ag: NTR1-driven beta-arrestin-GFP spot formation – imaging, U2OS cells, high content, primary screen (AID 493036); P30989; agonist mode; activation, % at 20 µM; actives 0.17% (n = 330,000);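 active means activation at or above 40% of the spot to cytoplasm intensity ratio, with at least 20 cells analyzed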;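 further: 0% = DMSO without peptide and 100% = 100 nM NTR1 peptide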
Target sequence (P30989 whole entry, looked up): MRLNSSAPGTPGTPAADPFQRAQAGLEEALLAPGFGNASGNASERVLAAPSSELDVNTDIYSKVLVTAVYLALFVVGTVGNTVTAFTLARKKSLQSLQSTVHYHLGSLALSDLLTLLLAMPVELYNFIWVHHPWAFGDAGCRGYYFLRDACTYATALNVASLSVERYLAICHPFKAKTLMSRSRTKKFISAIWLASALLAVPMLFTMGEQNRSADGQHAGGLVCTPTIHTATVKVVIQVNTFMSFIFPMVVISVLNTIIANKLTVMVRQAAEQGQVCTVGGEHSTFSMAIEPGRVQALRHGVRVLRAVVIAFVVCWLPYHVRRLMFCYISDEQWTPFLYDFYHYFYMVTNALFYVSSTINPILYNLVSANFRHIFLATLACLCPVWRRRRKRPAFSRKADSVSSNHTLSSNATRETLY
West Nile antiviral: West Nile virus antiviral activity, cell-based, CPE readout (AID 1621) | West Nile virus-infected cells, CPE inhibition; higher % means a stronger effect | CPE inhibition, % at 10 µM, or IC50 in µM where a hit was titrated | actives 0.02% (n = 290,000); in the data active means a potency from the dose series; further: strong numbers were not always called active
KOR beta-arrestin-1: KOR agonists, beta-arrestin recruitment, primary screen, cell-based, luminescence, uHTS (AID 1777) | KOR beta-arrestin recruitment, luminescence; higher % means a stronger effect | one-dose activation, % at 10 µM; EC50 in µM for titrated hits | actives 0.02% (n = 280,000); in the data active means activation above about 50%, passing the limit was not always enough; further: a part of the inactive calls stands beside numbers as strong as those of hits
GPR35 arrestin U2OS: inhibition of zaprinast-stimulated GPR35 beta-arrestin translocation – imaging, U2OS, beta-arrestin-GFP, zaprinast agonist, primary screen (AID 2058) | actives 0.052% (n = 290,000) | U2OS GPR35 beta-arrestin-GFP translocation imaging, zaprinast antagonism; higher % means a stronger effect | inhibition, % at 10 µM, or IC50 in µM where a hit was titrated;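 active means inhibition of at least 50% with at least 30 cells and total cytoplasm GFP at most 10,000,000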
GPR55 activation: GPR55 agonists via beta-arrestin recruitment, primary screen, imaging, U2OS cells, beta-arrestin-GFP redistribution (AID 1961) | U2OS GPR55 beta-arrestin-GFP redistribution imaging; higher % means a stronger effect | one-dose activation, % at 10 µM; EC50 in µM for titrated hits | actives 0.048% (n = 290,000);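 active means activation above 40% with more than 50 cells counted in the well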;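 further: U2OS osteosarcoma cells stably expressing GPR55 and beta-arrestin-GFP; plate controls were DMSO negative control for no effect and LPI positive control for full effect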
KOR beta-arrestin-2: kappa opioid receptor blockers – cell-based, luminescence, uHTS (AID 1778) | actives 0.091% (n = 290,000) | KOR beta-arrestin recruitment, luminescence, antagonist mode; higher % means a stronger effect | one-dose inhibition, % at 10 µM; IC50 in µM for titrated hits; in the data active means inhibition above about 50%; further: strong numbers were not always called active
PhoP inhibition: inhibitors of PhoP regulon expression, primary screen, Salmonella Typhimurium, GFP reporter (AID 1863); actives 0.16% (n = 300,000); inhibition, % at 50 µM; hits with a dose series show IC50 in µM; S. Typhimurium PhoP-regulated promoter GFP reporter, 4 h; higher % means a stronger effect;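 active means inhibition over 29.93%, a cutoff 3 SD above the screen mean, later confirmed by dose response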;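 further: 0% = low Mg2+ inducing control and 100% = high Mg2+ repressing control; strong numbers were not always called active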
T cell HTS vesicle-bound %: recorded beside T cell HTS, whose call it bears; double positive events, %; measured here: CD8+ vesicle-bound cell fraction;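 binding gate set so that unloaded-vesicle control wells show 10% double positive cells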
NTR1 ag cell count 20 µM: recorded beside NTR1 ag, whose call it bears; cell count; measured here: cell count, cytotoxicity flag
* = called active by the depositor; i = inactive; nt = not tested or not shown; [ ] = another dose, or the depositor's remark.

SMILES	T cell HTS	T cell HTS vesicle-bound %	GPR55 antagonists	NTR1 ag	NTR1 ag cell count 20 µM	West Nile antiviral	KOR beta-arrestin-1	GPR35 arrestin U2OS	GPR55 activation	KOR beta-arrestin-2	PhoP inhibition
O=S(=O)(NC(=NCc1ccccc1)c1ccccc1F)c1ccccc1	i	10	11%	-1.0	36	1.2%	nt	7%	-0.1%	-20%[20 µM]	-7%
CS(=O)(=O)NN1C(=O)c2ccccc2NC1c1cccs1 (stereo unspecified)	i	40	1%	3.4	48	0.7%	4.2%	-16%	-0.4%	0%	4%
Cc1ccccc1Cn1cc(NC(=O)c2noc3c2CC(C(C)(C)C)CC3)cn1 (stereo unspecified)	i	12	18%	6.1	69	-0.3%	0.7%	-7%	-0.1%	-22%	3%
Cc1noc(C)c1C(=O)OCC(=O)NCCC1=CCCCC1	i	53	-5%	-0.1	89	0.1%	-1.9%	-2%	0.3%	27%	13%
O=C(NNc1cccc(Cl)n1)C(F)(F)F	i	51	5%	0.4	64	0.0%	-4.5%	19%	-0.3%	23%	1%
Cc1ccccc1Nc1cc(C(=O)NCC2CCCO2)c2ccccc2n1 (stereo unspecified)	i	22	76%	1.0	59	-0.2%	1.0%	-9%	-0.1%	27%	1%
c1ccc(-c2nc3c4ccccc4ccn3c2CN2CCCCC2)cc1	i	52	19%	7.2	66	-0.1%	-1.9%	2%	-0.1%	35%	nt
CC(=O)Nc1ccc(-c2ccc3nnc(C)n3n2)cc1	i	31	10%	0.9	54	-0.2%	-3.0%	-5%	-1.0%	8%	-9%
COc1cccc(NC(=O)c2ccccc2-c2ccccc2)c1	i	60	-9%	1.5	58	1.2%	1.4%	-3%	0.2%	-2%	4%
CCCn1c2ccc(C)cc2c2nnc(SCCN3CCOCC3)nc21	i	24	-8%	2.4	77	-0.2%	5.9%	-24%	-0.2%	-19%	-3%
COc1ccc(NC(=O)C2CC(c3ccc(OC)c(OC)c3)=NO2)cc1OC (stereo unspecified)	i	23	10%	-0.4	53	0.2%	-1.6%	11%	-0.3%	-4%	-8%
CSc1nc(-c2ccc(F)cc2)cc(=O)[nH]1	i	26	11%	1.6	55	0.7%	-1.9%	4%	0.4%	-9%	-16%
CC1(C)CC(NS(=O)(=O)c2ccc(C(C)(C)C)cc2)CC(C)(C)N1	i	46	6%	-0.6	64	-1.4%	-5.5%	-4%	-0.1%	-12%[20 µM]	-4%
C/C(=N\Nc1nc2c(s1)CCCC2)c1ccc(Cl)cc1	i	11	4%	4.6	86	0.1%	-3.3%	15%	0.0%	-16%	0%
CCN1CCN(C(=O)CSc2nc3c(c(=O)n(C)c(=O)n3C)n2C)CC1	i	28	-6%	-0.8	43	0.0%	2.0%	12%	-0.2%	9%	9%
Cc1cc(C)c2c(n1)nn1c(NCCOCCO)cc(C)nc21	i	34	4%	0.0	93	0.3%	3.1%	1%	-0.2%	-2%	-7%
O=C(NC(=S)Nc1nc2ccccc2s1)c1ccco1	i	23	17%	-0.2	79	-0.6%	-0.5%	13%	-0.4%	28%	0%
CN(Cc1ccccc1)C(=O)CN(Cc1ccccc1)S(C)(=O)=O	i	57	6%	0.5	75	-0.4%	0.2%	10%	-0.2%	-32%	-2%
CN1C(=O)c2cccc(NC(=O)Cc3ccccc3)c2C1=O	i	29	2%	1.9	80	-0.2%	1.4%	-9%	-0.1%	-33%	-8%
COC(=O)c1c(NC(=O)Cn2cnc([N+](=O)[O-])n2)sc2c1CCC(C)C2 (stereo unspecified)	i	11	4%	22	49	-1.0%	1.0%	17%	-0.4%	-9%	12%
COc1ccc(C(=O)NC(=S)N2CCCC2)cc1	i	66	6%	0.8	95	-0.1%	1.0%	-8%	0.0%	14%	-10%
Cc1nnsc1NC(=O)OCc1ccc(Cl)cc1Cl	i	42	4%	4.5	37	0.3%	-2.9%	14%	0.2%	-1%	-10%
O=c1c2ccccc2c(C=Nc2ccc(S(=O)(=O)Nc3ncccn3)cc2)c(O)n1-c1cccc(Cl)c1	i	58	-1%	0.8	83	0.1%	-3.0%	-6%	-0.1%	-25%[20 µM]	-8%
COC(=O)[C@@H](N)Cc1ccc(O)cc1	i	66	2%	-0.4	64	nt	-2.4%	-7%	0.2%	-3%	6%
Cc1ccccc1OCC(O)CN1CCN(CC(O)COc2ccccc2C)C(C)C1 (stereo unspecified)	i	19	5%	-0.9	86	-0.5%	1.6%	-13%	0.0%	-37%	-2%
CCOC(=O)Cc1csc(NC(=O)CCN2C(=O)c3ccccc3C2=O)n1	i	38	6%	-0.1	60	0.2%	2.6%	-14%	0.2%	12%	-10%
O=C(NC1CC1)C1=C[C@@H](c2ccc3c(c2)OCO3)C[C@@H](OCCCCO)O1	i	27	1%	-2.6	93	-0.4%	-1.3%	-5%	-0.1%	14%	-1%
CC1(C)C(c2ccccn2)=[N+]([O-])C(C)(C)N1O	i	6	-4%	0.7	47	0.3%	2.6%	-7%	-0.2%	9%	-6%
CCc1cccc(NC(=O)Cn2cc3c(n2)CCCC3)c1	i	42	5%	2.1	52	-0.5%	1.4%	14%	0.0%	2%	-6%
COc1ccc(-n2nc(C(=O)NCC(=O)N3CCCCCC3)c3ccccc3c2=O)cc1	i	56	-1%	-0.8	37	0.3%	-3.7%	2%	-0.2%	-7%	-9%
Cc1cccc(NC(=O)CC2C(=O)NCCN2C(=O)Nc2ccc(Cl)cc2)c1 (stereo unspecified)	i	64	20%	-0.4	72	-0.3%	2.1%	6%	0.3%	-25%	0%
N/C(Cc1ccc(Cl)cc1Cl)=N\OC(=O)Cc1ccccc1	i	47	1%	0.0	51	-0.3%	-1.9%	10%	0.0%	-16%	-3%
COc1cc(NC(=O)CSc2ncnc3sc4c(c23)CCC(C)C4)c(C(=O)O)cc1OC (stereo unspecified)	i	5	85%	-0.6	39	-0.1%	-3.1%	34%	0.7%	-10%	4%
Cc1cccc(-c2nc3cc([N+](=O)[O-])ccc3o2)c1	i	45	6%	-1.1	61	-0.3%	nt	4%	0.2%	-2%[20 µM]	0%
CCN(CC)CCCNc1nnc(C)c(=O)[nH]1	i	39	-3%	0.1	59	-0.2%	-4.9%	-13%	-0.2%	3%	-6%
CCOC(=O)C1CCN(C(=O)C2CCN(c3ncnc4c3nc3n4CCCCC3)CC2)CC1	i	27	3%	0.1	64	-0.5%	3.6%	-12%	0.0%	-9%	-6%
O=C(OCCn1cncn1)c1cc2ccccc2oc1=O	i	29	10%	-0.1	29	0.2%	-1.6%	17%	-0.1%	11%	-2%
Cc1nn(C)cc1CNCc1ccc(OCC(O)CN(C)Cc2ccccc2)cc1 (stereo unspecified)	i	53	12%	-0.8	83	0.7%	nt	5%	-0.1%	2%[20 µM]	-1%
O=C1N/C(=N\S(=O)(=O)Cc2ccccc2)S/C1=C/c1cc([N+](=O)[O-])ccc1O	i	48	-6%	1.1	54	0.3%	-4.5%	-7%	0.2%	32%	1%
COc1ccccc1CNC(=O)c1cc2sccc2n1C	i	24	10%	-0.4	65	0.4%	1.1%	-9%	-0.3%	2%	-8%
FC(F)(F)c1cccnc1N1CCN(c2ncnc3nc[nH]c23)CC1	i	52	0%	5.3	58	0.2%	-2.8%	26%	-0.2%	11%	13%
Cc1csc(NC(=O)CCN2C(=O)c3ccccc3S2(=O)=O)n1	i	37	-2%	-0.5	49	0.3%	1.0%	5%	0.0%	-22%	7%
Cc1cc(C)c(NC(=O)CSc2ccc3nnc(CCNC(=O)c4ccccc4)n3n2)c(C)c1	i	4	-12%	-1.4	61	0.2%	0.4%	21%	-0.1%	-31%	-9%
CC(NC(=O)CNC(=O)C1CCCCC1)c1cccc(Cl)c1 (stereo unspecified)	i	20	0%	0.9	53	-0.5%	1.0%	13%	0.2%	-24%	2%
CCOC(=O)N1CCN(c2c(NCCCN(CC)Cc3ccccc3)c(=O)c2=O)CC1	i	11	-8%	0.6	70	0.2%	9.3%	4%	-0.1%	-32%	0%
CCOc1ccccc1CNC(=O)CCCn1ccc2cc(S(=O)(=O)N3CCCC3)ccc21	i	38	-5%	1.2	49	0.4%	-2.9%	3%	0.3%	41%	-8%
O=C(CN1C(=O)S/C(=C\C=C\c2ccccc2)C1=O)Nc1ccc(O)cc1	i	34	6%	14	62	-0.5%	9.8%	6%	0.5%	-1%	-1%
Fc1cccc(Nc2nc(-c3ccncc3)nc3ccccc23)c1	i	40	1%	0.2	47	-0.3%	10%	7%	0.6%	-18%	-16%
CC(=O)Nc1c2c3c(cccc3n(C)c1=O)C(=O)c1ccccc1-2	i	58	1%	-1.6	35	0.6%	2.3%	7%	0.3%	-36%	-29%
CCC1CCCCN1S(=O)(=O)c1ccccc1[N+](=O)[O-] (stereo unspecified)	i	38	5%	1.1	43	-1.5%	-5.0%	7%	-0.1%	6%	-1%
CC(=O)Nc1cccc(NC(=O)CSc2ncc(-c3ccc(Cl)cc3)n2Cc2ccco2)c1	i	39	-10%	19	65	0.7%	-0.6%	4%	-0.4%	12%	-10%
COc1cccc(NS(=O)(=O)NC(=O)c2c(C)[nH]c3ccccc23)c1	i	26	8%	0.9	59	0.3%	0.7%	-8%	-0.2%	0%	-5%
O=C(Cc1ccc(Cl)cc1)NNC(=O)C1CC=CCC1C(=O)O (stereo unspecified)	i	38	12%	1.2	63	-0.2%	8.2%	7%	0.7%	-3%	-2%
O=c1cc(N2CCN(c3ccccc3)CC2)[nH]c(=O)n1-c1ccccc1	i	28	-7%	0.8	83	0.6%	2.5%	-12%	0.0%	-44%	-10%
COc1cccc(N(C(=O)c2cnccn2)C(C(=O)NC2CCCCC2)c2ccc(Cl)cc2)c1 (stereo unspecified)	i	39	8%	-0.8	96	-0.2%	2.6%	5%	0.5%	-20%	-5%
